Source: PubChem (several laboratories)
NOD1 inhibition = NOD1 signaling inhibitors, primary screen, cell-based, luminescence, uHTS (AID 1578); 1% of 290,000 active; inhibition, % at 4 µM; hits with a dose series show EC50 in µM; NOD1-driven NF-kB luciferase reporter cells, luminescence; higher % means a stronger effect; in the data active = inhibition mostly above about 36%, no sharp cut-off; inactive = mostly below about 34%;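 note: HEK-293T reporter cells stimulated with the NOD1 agonist gamma-tri-DAP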
Dengue-2 NS5 capping = flavivirus cap methylation enzyme inhibition – biochemical, confirmation dose response, primary screen (AID 588689) | 0.3% of 340,000 active | inhibition, % at 25 µM; hits with a dose series show IC50 in µM | Dengue-2 NS5 methyltransferase capping enzyme assay, biochemical; higher % means a stronger effect; in the data active = a potency from the dose series
KOR beta-arrestin-1 = kappa opioid receptor blockers – cell-based, luminescence, uHTS (AID 1778); KOR beta-arrestin recruitment, luminescence, antagonist mode; higher % means a stronger effect; 0.091% of 290,000 active; inhibition, % at 10 µM, or IC50 in µM where a hit was titrated; note: strong numbers were not always called active
West Nile virus CPE = West Nile virus antiviral activity, cell-based, CPE readout (AID 1621); West Nile virus-infected cells, CPE inhibition; higher % means a stronger effect; CPE inhibition, % at 10 µM, or IC50 in µM where a hit was titrated; 0.02% of 290,000 active; in the data active = a potency from the dose series; note: strong numbers were not always called active
KOR beta-arrestin-2 = kappa opioid receptor activators – cell-based, luminescence, uHTS, primary screen (AID 1777) | KOR beta-arrestin recruitment, luminescence; higher % means a stronger effect | activation, % at 10 µM, or EC50 in µM where a hit was titrated | 0.02% of 280,000 active; in the data active = activation above about 50%, passing the limit was not always enough; note: a part of the inactive calls stands beside numbers as strong as those of hits
AID2073 = inhibitors of Mint1-CaV2.2 protein interaction, biochemical, HTRF (AID 2073) | HTRF protein-protein interaction, Mint1-CaV2.2; higher % means a stronger effect | inhibition, % at 20 µM, or IC50 in µM where a hit was titrated | 0.19% of 290,000 active; in the data active = inhibition mostly above about 51%, no sharp cut-off; note: some results filed as inactive read as strong as hits
Yfh1-depleted yeast = mitochondrial function rescue without frataxin homolog – Friedreich's ataxia, plus single-dose screen, dose response (AID 1465). S. cerevisiae Yfh1-off respiration, WST-1 reduction, 72 h; higher fold induction means a stronger effect. fold induction at 50 µM; hits with a dose series show EC50 in µM. 0.074% of 220,000 active;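 active = fold induction of absorbance versus untreated yeast above a set limit, then at least 30% activation at any dose in follow-up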;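 note: activators that raise dye reduction in frataxin-depleted yeast; strong numbers were not always called active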
HIV fusion peptide = inhibitors of HIV fusion peptide binding, primary screen, biochemical, uHTS, fluorescence dequenching (AID 1986); cell-free peptide binding, fluorescence dequenching, 30 min; higher % means a stronger effect; inhibition, % at 20 µM, or IC50 in µM where a hit was titrated; 0.3% of 290,000 active; in the data active = inhibition mostly above about 52%, no sharp cut-off; inactive = mostly below about 76%; note: some results filed as inactive read as strong as hits
NOD2 inhibition = NOD2 signaling inhibitors, cell-based, luminescence, uHTS, HEK293 (AID 1566) | HEK293 NOD2/NF-kB luciferase reporter, luminescence; higher % means a stronger effect | one-dose inhibition, % at 4 µM; EC50 in µM for titrated hits | 0.63% of 290,000 active; note: many of its hits are not listed in these tables
Dengue-2 NS5 capping pilot replicate = also measured in Dengue-2 NS5 capping; calls as there; inhibition, %; measured here: pilot screen replicate inhibition
The depositor's hits bear a star; i = inactive; · = not tested or not shown; [ ] = another dose, or the depositor's remark. Cut-off read from the data, not from the text of the source, unless noted: active = inhibition above about 50%; inactive = the rest. An excerpt. The share of hits here may be higher or lower than overall.

SMILES | NOD1 inhibition | Dengue-2 NS5 capping | KOR beta-arrestin-1 | West Nile virus CPE | KOR beta-arrestin-2 | AID2073 | Yfh1-depleted yeast | HIV fusion peptide | NOD2 inhibition | others
Cc1cc(OCC(O)CN2CCCC2)ccc1C(C)C (configuration not stated) | -21.9% | 0.7% | -71.6%[20 µM] | -1.3% | -0.8% | -5.6% | · | -1.0% | 1.4%
CC(C)c1cc(CN2CCN(Cc3ccc(F)c(F)c3)C(CCO)C2)[nH]n1 (configuration not stated) | -32.5% | · | -17.1% | -0.5% | -7.0% | 31.8% | i | -0.6% | 3.9%
CCOc1cc(S(=O)(=O)NCc2ccc3c(c2)OCO3)ccc1F | · | -6.2% | -28.3% | -0.3% | 0.3% | 5.4% | i | 1.1% | 10.4%
Cc1cc2oc(=O)cc(Cn3ccnc3)c2cc1O | 14.3% | -0.3% | -1.1% | 0.0% | -4.7% | 9.2% | · | -3.4% | -12.9%
COc1ccc(/C=C(\NC(=O)c2ccccc2)C(=O)N2CCN(C)CC2)cc1 | -20.6% | -4.2% | -12.6% | -0.5% | -2.9% | 13.4% | · | -0.7% | 0.1%
Cc1nnc(SCC(=O)Nc2cccc(S(N)(=O)=O)c2)n1-c1ccccc1 | 37.3% | 2.5% | 10.9% | 0.4% | 5.1% | 14.2% | · | 2.7% | 12.4%
CC(C)Cc1nc(Nc2ccccc2C#N)c2nnn(Cc3ccccc3)c2n1 | -17.8% | 0.8% | -28.2% | -1.1% | 7.3% | 10.8% | · | 2.5% | -8.2%
CCOC(=O)c1c(S(=O)(=O)N2CCCC(C)C2)c(C)n(C)c1C (configuration not stated) | 19.3% | -5.4% | 2.5% | -0.1% | -1.7% | 6.4% | · | -0.9% | 4.4%
CC(=O)Nc1ccc(C(=O)OC2CCOC2=O)cc1 (configuration not stated) | 12.5% | -3.1% | -12.1% | -0.6% | 2.2% | 9.6% | i | -1.8% | 17.0%
O=C(NNC(=O)C12CC3CC(CC(O)(C3)C1)C2)c1ccccc1O | -19.1% | -1.6% | 37.0% | 0.1% | 3.6% | 23.3% | · | -0.7% | -11.5%
COc1ccc(C(=O)N2CCC(C(=O)Nc3ccc(OC)c(OC)c3)CC2)cc1 | -0.7% | -6.7% | -26.3% | 0.4% | 3.5% | 10.3% | i | -1.0% | -1.6%
Cc1nn2c3ccccc3nc2c2ccccc12 | -21.3% | -8.1% | -7.0% | 1.2% | 0.9% | 13.6% | i | 0.1% | -10.4%
COc1ccccc1N1CC(C(=O)Nc2nnc(SCC(=O)N3CCCC3)s2)CC1=O (configuration not stated) | -24.3% | 11.2% | -24.0% | -0.6% | 12.4% | -3.9% | · | 2.5% | 18.8%
CCOc1ccc(C(=O)NCC2(c3ccccc3)CCOCC2)cc1 | 14.9% | -0.9% | -31.9%[20 µM] | -1.1% | 0.2% | -4.3% | i | -2.6% | -1.1%
CC(C)c1nnc(NC(=O)CCC(=O)N2CCN(Cc3ccc(F)cc3)CC2)s1 | -0.4% | 1.4% | -36.4% | -0.4% | 3.2% | -5.6% | · | 1.2% | 20.1%
COCCN1CCN(C(=O)C2CCC(=O)N(Cc3ccccc3F)C2)CC1 (configuration not stated) | -13.9% | -3.2% | 1.1% | 0.3% | 2.6% | 0.5% | · | 0.9% | 5.4%
Cc1cccc(CN2CCN(C(=S)Nc3ccccc3)CC2)c1 | -21.5% | -3.9% | -33.1%[20 µM] | -0.9% | 2.3% | -37.9% | i | -0.7% | 1.6%
Cc1c(Cl)c([N+](=O)[O-])nn1CC(=O)NCC1CCCO1 (configuration not stated) | -4.6% | -10.1% | 2.5%[20 µM] | -1.0% | -2.7% | 6.4% | i | -0.3% | -4.0%
Cc1ccc(NC(=O)c2ccccc2N2C(=O)C3C4C=CC(C5CC45)C3C2=O)cc1C (configuration not stated) | -14.9% | -0.3% | 8.9% | -0.3% | 6.4% | 13.1% | · | -0.3% | 3.5%
Cc1ccc(CNC(=O)NCc2ccccc2)cc1 | -22.3% | -9.9% | 11.0% | 1.1% | -2.8% | 15.4% | i | -0.3% | -13.5%

The final 5 compounds of the section before are carried over, then new ones follow.
SMILES | NOD1 inhibition | Dengue-2 NS5 capping | KOR beta-arrestin-1 | West Nile virus CPE | KOR beta-arrestin-2 | AID2073 | Yfh1-depleted yeast | HIV fusion peptide | NOD2 inhibition | others
COCCN1CCN(C(=O)C2CCC(=O)N(Cc3ccccc3F)C2)CC1 (configuration not stated) | -13.9% | -3.2% | 1.1% | 0.3% | 2.6% | 0.5% | · | 0.9% | 5.4%
Cc1cccc(CN2CCN(C(=S)Nc3ccccc3)CC2)c1 | -21.5% | -3.9% | -33.1%[20 µM] | -0.9% | 2.3% | -37.9% | i | -0.7% | 1.6%
Cc1c(Cl)c([N+](=O)[O-])nn1CC(=O)NCC1CCCO1 (configuration not stated) | -4.6% | -10.1% | 2.5%[20 µM] | -1.0% | -2.7% | 6.4% | i | -0.3% | -4.0%
Cc1ccc(NC(=O)c2ccccc2N2C(=O)C3C4C=CC(C5CC45)C3C2=O)cc1C (configuration not stated) | -14.9% | -0.3% | 8.9% | -0.3% | 6.4% | 13.1% | · | -0.3% | 3.5%
Cc1ccc(CNC(=O)NCc2ccccc2)cc1 | -22.3% | -9.9% | 11.0% | 1.1% | -2.8% | 15.4% | i | -0.3% | -13.5%
Cc1[nH]nc2c1C(=O)CC(C)(C)C2 | -14.1% | -8.8% | -29.8% | 0.0% | -4.3% | -0.6% | i | -0.8% | -5.6%
CCCCOc1ccccc1NC(=O)C=C(C)C | -12.7% | -1.4% | 18.8% | -0.3% | 2.4% | -8.2% | i | -1.5% | -4.0%
O=C(Nc1nnc(S(=O)(=O)N2CCCCCC2)s1)c1ccccc1 | -18.8% | -2.1% | -13.1%[20 µM] | -0.6% | 0.8% | 22.1% | · | 6.6% | -18.3%
C=CCC1(CC=C)CCCN1C(=O)C1CCC(=O)N(CCc2ccccc2)C1 (configuration not stated) | 7.7% | -3.4% | 19.1% | -1.2% | 0.2% | 6.7% | · | -2.2% | -57.4%
NS(=O)(=O)c1ccc(CCNC(=O)COC(=O)C2CCCN2C(=O)c2cccs2)cc1 (configuration not stated) | -37.1% | -1.6% | -9.8% | -0.1% | 6.1% | 10.3% | i | 9.1% | -4.2%
Cc1cccc(N2CCN(C(=O)C34CC5CC(CC(C5)C3)C4)CC2)c1C | 3.3% | -7.3% | -10.3% | -0.2% | 0.0% | -2.7% | i | -3.1% | 26.9%
Cc1ccsc1C(=O)NC1CCCN(Cc2ccc(Cl)cc2)C1 (configuration not stated) | 4.4% | -8.0% | -18.1% | -1.0% | 4.3% | 11.3% | · | 0.6% | 5.5%
CCO[C@H]1OC(C(=O)NCc2ccccc2)=C[C@@H](c2ccc3c(c2)OCO3)[C@@H]1CCCO | -11.7% | -4.1% | -10.1% | 0.0% | 2.2% | -11.8% | i | -1.6% | -15.6%
O=[N+]([O-])c1ccc(NC2CCCC2)cc1 | 3.4% | -1.3% | · | -2.0% | -2.3% | -15.3% | i | -0.4% | 16.1%
CC(C)NC(=O)Cn1c(SCC(=O)N2c3ccccc3CC2C)nc2ccccc21 (configuration not stated) | 2.3% | 0.0% | · | 0.0% | · | -8.6% | i | 0.7% | -1.7%
CCN(CC)Cc1cc(C(C)=O)ccc1O | 6.0% | -1.4% | 4.2% | 0.2% | -6.0% | -1.3% | i | 2.0% | 18.5%
Cn1c(=O)n(C)c2cc([N+](=O)[O-])c(N3CCN(C(=O)c4ccc(F)cc4)CC3)cc21 | 2.1% | -9.3% | 8.8%[20 µM] | -1.6% | -3.8% | -6.0% | i | -1.9% | 19.2%
COc1ccc(CCNC(=O)CN2CCOc3ccccc32)cc1OC | -28.4% | 3.6% | 7.5% | 0.4% | 2.1% | 6.7% | i | 1.0% | 1.5%
CCc1c(-c2ccccc2)nc2nc(C)c(C)nn12 | -7.4% | 4.9% | -20.2% | -0.1% | 7.6% | 5.1% | i | -2.4% | 6.7%
COc1cc2nc(CN(C)CC(=O)Nc3ccc(N4CCOCC4)cc3)[nH]c(=O)c2cc1OC | 16.4% | -4.2% | 32.3% | · | -1.7% | -3.1% | · | 0.0% | -1.5%
CCCCNC(=O)c1nn(-c2ccccc2OC)c(=O)c2ccccc12 | -22.6% | 2.8% | -11.6% | -0.1% | 0.6% | 3.8% | i | -0.3% | 1.0%
O=C(Nc1nccs1)c1cc2c(s1)CCCCC2 | 65.5% | -6.2% | -73.5% | -0.4% | 3.8% | 0.5% | i | -2.7% | -65.6%
O=c1cc(N2CCc3ccccc32)[nH]c(=O)n1-c1ccc(Br)cc1 | 14.9% | 0.7% | -39.8% | 0.3% | -3.4% | -1.0% | i | 12.6% | -3.3%
Cn1c(=O)cc(SCC(=O)NCCC2=CCCCC2)c2ccc(Cl)cc21 | -38.5% | 5.1% | 11.8% | -0.5% | 15.1% | -8.3% | i | -1.3% | -18.7%
CN(C)c1ccc(/C=C/c2nnnn2-c2ccccc2)cc1 | -18.9% | -5.8% | -3.4% | -0.6% | 1.9% | 2.4% | i | -1.8% | -71.5%
O=C(N/N=C/c1ccccc1)C1CCCN1C(=O)c1cc([N+](=O)[O-])cc([N+](=O)[O-])c1 (configuration not stated) | -14.1% | 2.0% | -14.4% | -0.2% | -2.4% | 5.9% | · | 0.5% | 10.6%
CC(=O)NC(C(=O)c1ccccc1)N1CCCCC1 (configuration not stated) | -23.1% | -9.2% | -32.2%[20 µM] | -0.1% | 3.2% | 11.7% | · | -0.3% | 7.0% | Dengue-2 NS5 capping pilot replicate=-2.4
CC(C)C(OC(=O)c1cccs1)C(=O)NCc1ccc2c(c1)OCO2 (configuration not stated) | -18.3% | -6.3% | 26.6%[20 µM] | 0.4% | · | 3.7% | i | -2.4% | 3.8%
COc1ccc(/C(=N/O)C(C)(C)NO)cc1 | -15.0% | -6.0% | 2.6% | -0.1% | -1.3% | -2.7% | i | 1.1% | -4.1%
CN1CCN(C(=O)Nc2cccc(-c3ccccc3)c2)CC1 | -6.2% | 4.6% | -10.3% | 0.2% | 6.1% | -8.8% | i | 0.3% | -4.6%
CC(C)(C)C1CCc2c(sc(NC(=O)C3CCCO3)c2C(N)=O)C1 (configuration not stated) | 47.9% | -2.8% | -27.0% | 0.1% | 10.4% | 4.4% | i | 1.9% | 4.0%
CC(C)c1nnc(NC(=O)CCC(=O)NC2CCCc3ccccc32)s1 (configuration not stated) | -21.2% | 3.0% | 36.2% | 0.2% | -3.3% | 3.5% | i | -0.8% | 9.4%
CCn1cc(S(=O)(=O)N2CCN(c3ccc(Cl)cc3)CC2)cn1 | 6.1% | -8.4% | 11.4% | -0.9% | -1.9% | 1.8% | · | -0.5% | 8.9%
CCN1CCN(C(=O)c2ccc(Cl)c(S(=O)(=O)N3CCCCCC3)c2)CC1 | -21.4% | -8.6% | -4.6% | 0.3% | 7.6% | -2.4% | i | -0.2% | 6.9%
O=C(CC12CC3CC(CC(C3)C1)C2)NCc1ccccc1 | -12.2% | 5.3% | 2.1% | -1.1% | -5.6% | 7.3% | · | 2.1% | 3.9%
CCNc1oc(-c2cccc3ccccc23)nc1C#N | -23.1% | -2.2% | -5.3% | -0.2% | 0.3% | 46.5% | i | 1.6% | -13.4%
COc1ccc(-c2c[n+]3c4n2CCCCC4=C(c2ccccc2)C3)cc1 | 19.7% | -11.2% | -5.2% | 0.0% | 2.8% | -85.7% | i | -5.1% | 18.2%
c1ccc(-n2cnnc2SCc2cn3cccnc3n2)cc1 | -15.8% | -5.6% | -45.3% | 0.8% | 4.6% | 9.0% | i | 0.8% | 1.5%
